NCI-60 one-dose screen, 48 h, at 10 µM unless noted. Numbers give growth in % (100 = growth as untreated, 0 = no growth, -100 = all killed).
MOLT-4 = MOLT-4 leukemia cells. 80,000 tested, 6.9% active
A549/ATCC = A549/ATCC NSCLC; 81,000 tested, 3.7% active
HOP-62 = HOP-62 NSCLC; 80,000 tested, 3.9% active; AID 1794735
HOP-92 = HOP-92 NSCLC cells; AID 1794738; 71,000 tested, 6.3% active
EKVX = EKVX NSCLC; 71,000 tested, 3% active
M14 = M14 melanoma; 80,000 tested, 6.2% active
RPMI-8226 = RPMI-8226 leukemia cells. 77,000 tested, 7.5% active
CCRF-CEM = CCRF-CEM leukemia | 77,000 tested, 7% active
* marks the source's active call; other numbers are inactive results; x = no result given; & = joins results of further samples. The calls were made as follows: active = growth percent below 10; inactive = the rest.

SMILES	MOLT-4	A549/ATCC	HOP-62	HOP-92	EKVX	M14	RPMI-8226	CCRF-CEM
CC/C(=C(/c1ccc(Cl)cc1)c1ccc(OCCN2CCCC2)cc1)c1ccccc1	43	44	99	57	59	37	7.6*	37
O=C(CCCCC(=O)Oc1c(Cl)cc(Cl)cc1[N+](=O)[O-])Oc1c(Cl)cc(Cl)cc1[N+](=O)[O-]	78	103	102	118	93	103	93	74
CCCCCc1ccc(S(=O)(=O)Nc2cccc(-c3csc(NC(=O)CNCCN(C)C)n3)c2)cc1	62	85	99	53	81	x	30	63
O=C1c2[nH]c3ccccc3c2CC1N1C(=O)c2ccccc2C1=O (centres undefined)	101	100	101	91	100	100	101	101
CC(O)c1ncc(/C=C2\SC(=S)N(Cc3ccccc3)C2=O)s1 (centres undefined)	108	105	104	73	101	94	52	99
C(#CCN1CCCC1)CCCN1CCCC1	118	104	93	x	x	95	x	x
NS(=O)(=O)c1ccc(Nc2nc(Nc3ccccc3)nc(-n3nc(-c4ccccc4)cc3-c3ccccc3)n2)cc1	4.1*	26	64	27	40	27	6.6*	11
S=C(c1cccs1)N1CCN(c2ccc(Cl)cc2)CC1	88	97	115	82	114	107	88	89
O=C1c2ccccc2C(c2ccccc2)C1c1ccccc1 (centres undefined)	88	91	99	80	80	98	63	72
CCc1ccc(OC(=O)CCl)cc1	102	105	110	101	99	96	111	104
CCOC(=O)CC(NC(=O)c1cccc(NCc2ccc(C(=N)N)cc2)c1)c1ccccc1 (centres undefined)	102	98	96	99	95	98	95	91
COc1ccc(S(=O)(=O)n2cc(C=O)c3ccccc32)cc1OC	97	98	85	72	97	88	80	97
O=C(N/N=C/c1ccc(Cl)cc1)c1cc(-c2nc3ccccc3[nH]2)nc2ccccc12	98	97	103	130	98	103	96	97
CC(=O)NC(C)=O	97	103	120	100	105	100	97	92
O=C(CCCCC(=O)N/N=C/c1ccc2c(c1)CCC2)N/N=C/c1ccc2c(c1)CCC2	94	99	94	124	103	111	101	97
CCCCCCCCCCSC(=N)N	15	77	68	22	92	x	-11*	51
COC(=O)[C@@H]1CC[C@]2(C)[C@H](CC[C@@H]3O[C@@]32C)[C@@]1(C)CC(=O)c1ccoc1	95	83	95	93	105	108	91	102
COC(=O)c1c(C)nc(Nc2nc3ccccc3s2)nc1-c1ccc(Cl)cc1Cl	85	107	97	107	x	101	96	95
CCCn1cnc2c(c1=N)C(c1ccc(O)cc1)c1sc3c(F)cccc3c1O2 (centres undefined)	96	105	99	96	98	97	94	91
Cc1ccc(C(=O)n2cc(C=O)c3ccccc32)cc1	100	99	99	64	95	78	97	96
CS(=O)(=O)c1nccc2ccccc12	114	109	110	83	116	93	113	116
CC(C)S(=O)(=O)C(c1ccccc1)c1ccccc1	121	102	98	111	105	96	105	101
CC(CC(=O)c1ccccc1)N1CCCC1 (centres undefined)	113	103	107	101	105	106	90	107
O=C(CN1CCOCC1)Nc1ccc2ncnc(Nc3ccc(Oc4cccc(F)c4)c(Cl)c3)c2c1	65	66	85	67	30	74	56	82
CCCCCCCCCCCCOC(=O)CCCCC	x	112	105	98	x	98	94	x
CC(/C=C\c1ccc(O)cc1)=N\Nc1ccccc1	70	69	69	101	84	82	50	34
Nc1cccc(-c2nc3sccn3c2-c2ccnc(NCCNS(=O)(=O)c3ccc(F)cc3)n2)c1	98	90	107	72	82	96	82	87
COCCCNc1nc(NC(=O)c2cc(OC)cc(OC)c2)cc(-c2cccnc2)n1	84	91	91	53	105	107	69	92
O=C(CCCCl)NCCNc1nccc(Nc2ccc(S(=O)(=O)Nc3ccccn3)cc2)n1	112	80	100	96	x	98	105	91
O=c1c2cc(C(F)(F)F)ccc2sc2c(NCCCNCCO)nc3ccccc3c12	-50*	-30*	41	28	67	-39*	x	-12*
CC(=O)n1nc(C(=O)OCc2ccccc2)c2ccccc21	94	105	98	92	93	96	99	113
Oc1c(CN2CCN(c3ccccc3F)CC2)cc(Br)c2cccnc12	5.6*	-65*	-75*	-5.8*	x	-3.6*	-0.4*	1.5*
O=C1CSC(c2ccc(Br)cc2)Nc2n[nH]c(-c3ccccc3)c21 (centres undefined)	x	91	111	x	106	111	x	x
O=C(c1cccc(C(F)(F)F)c1)c1cnccc1NC1CCCCCC1	72	78	88	57	59	85	49	83
Cc1c(NC(=S)Nc2ccc(S(=O)(=O)Nc3ccc(Cl)nn3)cc2)n(-c2ccccc2)c(=O)n1C	97	102	90	88	89	98	103	99
O=C(CCc1nc2c(=O)[nH]c(=S)[nH]c2[nH]c1=O)NC(Cc1ccccc1)C(=O)O (centres undefined)	98	108	99	101	99	99	105	101
CCOC(=O)[C@]1(C)C(=O)N2c3cc(O)cc4c3[C@H](C(C)=C[C@@]2(CC)C1=O)[C@@H](C)[C@@H]4O[C@H]1CC[C@@H](O)[C@@H](C)O1	x	83	98	104	95	90	54	83
CC(C)OCCCNC1=C(Cl)C(=O)c2ccccc2C1=O	87	93	106	85	109	105	89	97
C[C@]1(CCO)C[C@@H]1c1ccc2ccccc2c1	97	94	98	97	94	101	95	101
CCN(CC)CCOc1ccc(Nc2ncc3cc(-c4c(Cl)cccc4Cl)c(=O)n(CCOC)c3n2)cc1	1.6*	0.5*	6.5*	-19*	27	-6.7*	2.2*	4.5*
CC(=O)OCC1OC(OC(C)=O)C(NC(=O)NS(=O)(=O)c2ccc(F)cc2)C(OC(C)=O)C1OC(C)=O (centres undefined)	105	101	91	99	103	99	x	96
Cc1ccc(Cl)cc1NC(=O)N(C)CCOC(=O)Nc1cccc(Cl)c1	107&82	105&81	107&99	123	95	97&102	106&89	101
C=C1CCC2C3(C)COC(c4ccccc4F)OC3CCC2(C)C1C/C=C1/C(=O)OCC1O (centres undefined)	9.5*	-5.2*	-42*	-38*	-52*	-54*	13	15
CN(CCC#N)c1ccc(/C=C(\C#N)c2ccc(Br)cc2)cc1	42	48	73	x	94	57	63	45
COc1ccc(/C(C)=C(\c2ccc(Cl)cc2)c2ccc(OCCN3CCCCC3)cc2)cc1	42	39	69	70	69	4.0*	7.8*	38
Cc1cccc(Nc2ncnc3oc(C)c(C(=O)NCCN4CCOCC4)c23)c1	111	102	93	98	93	100	90	100
CC(=O)OCC(=O)NCCCOc1cccc(CN2CCCCC2)c1	91	100	118	110	117	98	120	106
CC1=C2C(=C[C@@](C)(CO)[C@@H]2O)/C(=N\N)[C@](C)(O)C12CC2	3.5*	5.7*	-27*	-23*	-44*	5.9*	56	19
CC(C)(C)OC(=O)N1CCc2c(sc3ncnc(N/N=C/c4cccc5ccccc45)c23)C1	14	24	28	26	8.5*	20	2.4*	x
CC(=O)n1nc(C(=O)OC(C)C)c2cc(C)c(C)cc21	85	82	92	67	99	94	85	85
Cc1ccc(-c2nc(N3CCCNCC3)c3oc(-c4ccc(C)cc4)nc3n2)cc1	-66*	-62*	72	61	116	-95*	-51*	-72*
CCN(CC)CCCC(C)N/C(c1cccc(OC)c1)=c1\c(=O)[nH]n(-c2c3ccccc3nc3ccccc23)c(=O)\c1=C(/NC(C)CCCN(CC)CC)c1cccc(OC)c1 (centres undefined)	-23*	-59*	-23*	-70*	x	-80*	-37*	x
COc1ccc(NC(=O)C2CC3C=CC2C3)c([N+](=O)[O-])c1 (centres undefined)	87	94	100	82	101	130	104	96
CCOC(=O)c1sc(NC(=O)/C=C/c2ccccc2)nc1N1CCN(c2ccc(OC)cc2)CC1	68	83	109	57	x	99	67	83
NC(=O)CCNC(=O)c1ccccc1S	90	97	89	95	x	93	96	94
COc1ccc2c(/C=C3/C(=O)NC(=S)NC3C)cc(=O)oc2c1 (centres undefined)	91	89	93	93	101	109	117	93
O=C1Nc2c(c(=O)n(-c3ccccc3)c3ccccc23)C(c2ccccc2)N1 (centres undefined)	104	104	94	x	121	97	121	102
CC(=O)O[C@H]1CC[C@@]2(C)C(=CC[C@@H]3[C@@H]2CC[C@]2(C)C(=O)N(O)C(=O)C[C@@H]32)C1	80	87	69	93	102	96	53	86
c1cnc2c(c1)CN[C@@H](CN(CCCC1CCNCC1)[C@H]1CCCc3cccnc31)C2	84	74	92	119	116	106	105	107
Cc1ccc(-c2cc(C(=O)O)c3ccccc3n2)c(C)c1	120	120	89	104	101	x	94	85
Following part.
SMILES	MOLT-4	A549/ATCC	HOP-62	HOP-92	EKVX	M14	RPMI-8226	CCRF-CEM
O=[N+]([O-])c1ccccc1NS(=O)(=O)c1ccccc1	92	97	102	104	112	124	103	96
CCOC(=O)C(Cc1ccc(C)cc1)(NC(C)=O)C(=O)OCC	118	106	72	x	107	92	x	153
CC(C)CC(N)(C(=O)O)C1CCCC1 (centres undefined)	105	96	113	85	x	104	105	90
CCSc1nnc(C2=CC(=O)c3ccccc3C2=O)n1-c1ccc(Cl)cc1	84	72	79	x	x	84	76	88
O=C(Cn1cc(COn2nnc3ccccc32)nn1)Nc1ccc(F)cc1	95	108	105	110	101	99	111	106
Nc1c(C2=NCCN2)c(-c2ccccc2)c(-c2ccccc2)n1C1CCCCC1	93	100	94	78	86	100	86	94
COc1nc2cc(OC(C)C)ccc2cc1-c1nc2c(cnn2-c2ccccc2)c(=O)[nH]1	107	96	130	95	111	103	105	79
Nc1cccc2c1C(=O)c1c(Cl)cccc1C2=O	107	101	111	76	101	115	105	102
N#C/C(=C\c1ccco1)c1nc(-c2ccco2)cs1	93	100	101	103	86	97	x	82
CCCN1CN2C(=O)N3CN(CCC)CN4C(=S)N(C1)C2C34 (centres undefined)	103	102	85	101	95	95	105	95
C#CCOc1ccc(/C=N/Nc2nc(-c3ccc(OC)cc3)cs2)cc1OC	34	79	79	44	61	75	32	42
COc1c(O)c(O)cc2c3c(oc12)CC(c1ccco1)CC3=O (centres undefined)	73	78	76	89	71	26	79	82
CN1CCc2c(sc3ncnc(N/N=C/c4ccc(Cl)cc4Cl)c23)C1	2.0*	31	27	-47*	33	-81*	-9.1*	-8.5*

Source: PubChem
